Screening results: PubChem, several laboratories
HSF1 activator – increases HSF-1 driven luciferase reporter signal | AID 504408 | NIH3T3-HGL HSF-1 luciferase reporter, MG132, 8 h; 100% = twice DMSO control signal | 300,000 tested, 1.7% active | activation, % at 9 µM;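 active = mean replicate activation of at least 50% with a set share of replicates each reaching 50%; inconclusive = only one of those two conditions met; inactive = mean below 50% and too few replicates reaching it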;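 also: 0% = median of the neutral control wells and 100% = twice that signal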
IEC-6 tox – kills IEC-6 intestinal cells in KLF5 counter-screen. AID 1825. inhibition, % at 5 µM. 290,000 tested, 0.78% active. IEC-6 cytotoxicity, luminescence viability; in the data active = inhibition above about 22%;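 also: 0% = plate median of test compound wells and 100% = cytotoxic reference compound wells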
HSP90 refold inh – HSP90 refolding inhibition in rabbit reticulocyte lysate; 290,000 tested, 0.91% active; AID 1789; luciferase refolding luminescence, 3 h; inhibition, % at 5.6 µM;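 active = inhibition above the screen-wide mean plus 3 SD, computed separately per campaign, cut at about 16% in these data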;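 also: 0% = DMSO wells and 100% = 60 µM geldanamycin wells; inhibitors lower the luminescence because luciferase stays unfolded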
HIF act – HIF pathway transcriptional activation. U2OS HRE-luciferase reporter, luminescence; normalized: DMSO 0%, desferrioxamine 100%. activation, % at 7.5 µM (by protocol). 300,000 tested, 0.32% active. AID 1910;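 active = mean activation of at least 10% of the iron chelator positive control signal, with at least half of replicates also reaching 10%; inconclusive = mean and replicate majority disagree about reaching 10%; inactive = mean and most replicates under 10%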
AI-2 QS modul – modulators of Vibrio harveyi AI-2 quorum sensing system; Vibrio harveyi JMH597 AI-2 luminescence/OD600 ratio, 9 h; active compounds read low; strain lacks LuxN and CqsS sensors; 0 = neutral-control median; activity change, % at 7.5 µM; 300,000 tested, 0.4% active; AID 2094; in the data active = activity change below about -75%, passing the limit was not always enough; inconclusive = no clear call, values can overlap the other calls;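 also: luminescence divided by OD600 gain over 9 h not by final OD600 alone; inactives centre near 13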
GSK3beta inhib – inhibitors of human GSK3beta kinase | P49841 | activity score (negative = inhibition), % at 10 µM | AID 2097 | GST-GSK3beta kinase, ADP-Glo luminescence, 60 min; active compounds read low | 300,000 tested, 0.038% active;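 active = more than half of replicate wells score below -50%, meaning over 50% inhibition versus plate controls; inconclusive = some replicates but at most half score below -50%; inactive = no replicate scores below -50%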;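 also: 0% = median DMSO wells and -100% = median GW8510 positive control wells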
Target sequence (P49841 whole entry, looked up): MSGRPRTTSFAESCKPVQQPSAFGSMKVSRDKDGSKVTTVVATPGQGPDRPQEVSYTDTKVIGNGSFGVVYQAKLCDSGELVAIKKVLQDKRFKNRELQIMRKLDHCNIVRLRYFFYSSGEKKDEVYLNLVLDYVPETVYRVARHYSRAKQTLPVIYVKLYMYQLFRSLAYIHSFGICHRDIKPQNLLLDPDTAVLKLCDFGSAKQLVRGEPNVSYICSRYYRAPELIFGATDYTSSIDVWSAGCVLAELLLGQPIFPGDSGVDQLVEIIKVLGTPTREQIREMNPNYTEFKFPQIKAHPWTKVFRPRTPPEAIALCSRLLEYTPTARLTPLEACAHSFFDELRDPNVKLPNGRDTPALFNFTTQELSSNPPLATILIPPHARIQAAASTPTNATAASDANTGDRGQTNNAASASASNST
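Test system: GST-fused GSK3beta enzyme, cell-free | Quantity: 1.6 ng GST-GSK3beta enzyme per well | Reagent: 25 µM ATP with peptide substrate | Schedule: 60 min enzyme reaction, room temperature | Signal: Luminescent ADP-Glo measurement of ADP formed | Read-out basis: Score relative to plate controls | Control set: DMSO and 20 µM GW8510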
KLF5 inh – suppresses KLF5 promoter-driven expression | DLD-1 KLF5 promoter-luciferase reporter, luminescence | inhibition, % at 5 µM | 290,000 tested, 0.23% active | AID 1700;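 active = inhibition above a per-plate limit of that plate's mean compound inhibition plus 3 SD, cut at about 60% in these data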;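 also: 0% = DMSO wells and 100% = LY294002 at 200 µM; higher means less KLF5 promoter-driven luciferase light; inactives centre near -14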
aSyn 5UTR inh – MLPCN primary screen, SNCA 5' untranslated region; alpha-synuclein 5'UTR reporter, inhibitor activity; inhibition, % (tested at 7.5 µM); 300,000 tested, 0.82% active; AID 1813; in the data active = inhibition above about 60%; inconclusive = no clear call, values can overlap the other calls;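 also: H4 neuroglioblastoma cells stably carrying SNCA 5'UTR luciferase fusion; 0% = DMSO wells and 100% = positive control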
GSK3A inh – blocks human GSK-3 alpha kinase. 320,000 tested, 0.1% active. AID 2650. inhibition, % at 10 µM. P49840. ADP-Glo luminescence, 60 min;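 in the data active = inhibition above about 50%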;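 also: GST-tagged GSK-3 alpha with peptide substrate and 25 µM ATP; 0% = DMSO neutral wells and 100% = GW8510 positive control wells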
Target sequence (P49840 whole entry, looked up): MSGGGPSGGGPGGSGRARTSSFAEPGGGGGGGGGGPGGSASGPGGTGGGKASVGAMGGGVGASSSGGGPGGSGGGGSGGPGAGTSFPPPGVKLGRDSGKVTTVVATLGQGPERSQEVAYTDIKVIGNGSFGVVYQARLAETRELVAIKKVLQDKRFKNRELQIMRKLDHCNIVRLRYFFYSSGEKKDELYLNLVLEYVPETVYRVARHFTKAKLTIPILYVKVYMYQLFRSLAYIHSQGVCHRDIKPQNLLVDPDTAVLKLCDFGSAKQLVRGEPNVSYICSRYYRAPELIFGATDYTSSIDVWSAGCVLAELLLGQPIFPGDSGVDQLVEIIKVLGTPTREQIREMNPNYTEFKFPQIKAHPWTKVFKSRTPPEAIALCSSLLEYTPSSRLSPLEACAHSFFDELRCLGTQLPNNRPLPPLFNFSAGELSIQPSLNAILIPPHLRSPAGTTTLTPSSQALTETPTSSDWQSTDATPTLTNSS
HSF1 inh – HSF1 inhibition; NIH3T3-HGL HSE-luciferase, MG132-induced, luminescence 8 h; active compounds read low; activity change, negative = inhibition, % at 7.5 µM (by protocol); 300,000 tested, 0.77% active; AID 2098;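 active = more than half of replicate wells show activity change below -50%, luminescence cut by over half; inconclusive = some wells, but at most half, below -50%; inactive = no replicate well below -50%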;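 also: luciferase reports HSF-1 transcriptional activity via heat shock element; 0% = median of DMSO wells and -100% = zero luminescence signal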
An asterisk follows results filed as active; ? = inconclusive; · = not tested or not shown.

Order of results – HSF1 activator, IEC-6 tox, HSP90 refold inh, HIF act, AI-2 QS modul, GSK3beta inhib, KLF5 inh, aSyn 5UTR inh, GSK3A inh, HSF1 inh
- CCOC(=O)c1ccc(NC(=O)C(=O)NCC2(c3ccc(OC)cc3)CCOCC2)cc1
→ -3, 1, -3, 0.2, 15, -1, -9, 24, 0, 0
- COC(=O)C[C@H]1c2cc(C(F)(F)F)ccc2S(=O)(=O)N1Cc1ccc(OC)cc1
→ -2, ·, ·, 2.3, 17, -2, ·, -19, -1, 7
- O=C(Cc1ccccc1)NCC(=O)N1CCC1
→ 9, -2, 3, 0.2, 2, -3, -11, -3, 2, -1
- COc1ccc(-c2cc(C(=O)Nc3ccc(Cl)cc3Cl)c3ccccc3n2)cc1OC
→ 31, -2, 1, -2.0, 13, 2, 1, 2, 1, 13
- CCn1c(SCC(=O)Nc2ccc(NC(C)=O)cc2)nc2c([nH]c3ccccc32)c1=O
→ 10, 1, 2, -0.4, 30, -1, -11, 0, -1, 1
- CCCNS(=O)(=O)c1ccc(OCC(=O)OC)cc1
→ 3, 6, 3, -0.3, 1, 1, 3, -15, -5, -3
- Cc1oc(-c2ccc(Cl)cc2)nc1CN1CCCC(C(=O)NCc2ccco2)C1 (centres undefined)
→ 19, 4, -2, 0.7, 20, -4, -26, 51, -3, 8
- CC(=O)Oc1ccc(-c2ccc(C(=O)Nc3cccc(S(=O)(=O)N4CCOCC4)c3)cc2)cc1
→ 12, 10, -1, -0.4, 20, 0, 50, -22, 2, 4
- C=CCn1c(NC(=O)c2ccc(C)cc2)nc2ccccc21
→ 26, 16, 1, 5.1, -7, -2, -85, -111, -4, 24
- O=C(C[n+]1cc(-c2ccc(Cl)cc2)n2c1CCC2)Nc1nc(-c2ccc(F)cc2)cs1
→ 4, -2, 6, 0.1, 39, -7, -36, -12, 5, -9
- Cc1cc(=O)[nH]c(SCC(=O)Nc2nonc2C)n1
→ -6, 6, 4, ?, 5, 1, -38, -6, -1, -4
- CC(=O)c1ccc(NC(=O)CC2S/C(=N/N=C3CCCCCC3)NC2=O)cc1 (centres undefined)
→ -6, -4, 7, -0.8, 30, 2, -30, 8, ·, 1
- C[C@H](NC(=O)C1CCN(S(=O)(=O)c2ccccc2)CC1)C(=O)NCc1ccc(Cl)cc1Cl
→ 21, 2, -4, -0.5, 5, 2, -12, 12, 4, 4
- COc1cc(C(=O)N/N=C(\C)Cn2nc([N+](=O)[O-])cc2C)ccc1O
→ -10, 4, 0, -0.5, 23, 2, 11, 13, 0, -8
- CCCCC(O)(c1ccc(OC)cc1)C(CN1CCOCC1)c1ccccc1 (centres undefined)
→ -9, 1, -1, -0.3, 22, 1, 1, 20, -3, 0
- COc1ccc(CCNC(=O)C2(c3ccccc3)CC2)cc1
→ -4, 0, 0, -0.6, 14, 0, -9, -16, 0, -5
- COc1cccc(-c2nc(CS(=O)(=O)CC(=O)Nc3ccccc3C)c(C)o2)c1
→ 17, -5, -2, -0.1, 31, -5, -26, 32, -4, 6
- CC(C)CCNC(=O)CNC(=O)c1cccs1
→ 4, -5, 0, 0.4, 17, -2, -41, 13, -2, -1
- O=C(O)c1cc2c([nH]c1=O)CCCC2
→ 12, 1, -2, -0.5, 7, 3, -64, -2, 0, -6
- COc1ccc(Cl)cc1N(C(=O)c1ccco1)C(C(=O)NC1CCCC1)c1ccncc1 (centres undefined)
→ 17, -8, -1, 0.9, 7, 0, -10, -7, -2, 14
- CCC(c1nc2ccccc2c(=O)n1-c1nc2ccccc2s1)N1C(=O)c2ccccc2C1=O (centres undefined)
→ -5, 4, 0, ·, 7, 0, -16, -5, -1, 4
- O=C(c1ccccc1)c1ccc(O)cc1O
→ -5, 3, 3, 0.2, 22, -2, -23, -3, 6, -4
- Cn1cc(C(=O)CCl)c2ccccc21
→ -20, 0, 1, 1.1, 12, 0, -28, -14, ·, 2
- CCOC(=O)c1sc(NC(C)=O)nc1C
→ 2, 6, 5, -0.4, 10, -4, -10, -1, -1, -2
- Cc1cc(SCC2=NNC(=O)C2)c(Cl)cc1Cl
→ 16, 4, 1, -0.5, 31, -2, -6, 2, 2, 2
- CCOC(=O)c1c(C)[nH]c(C)c1C(=O)COC(=O)c1cccc(C)c1O
→ 15, 6, -1, -0.9, 13, 4, -75, -5, 0, 9
- Cn1nc(C(F)(F)F)c2cc(C(=O)Nc3ccc(F)c(Cl)c3)sc21
→ 3, 1, 4, -0.3, 2, 4, -38, -47, 1, -4
- CC1CCC(NC(=O)CN2C(=O)NC(C)(C)C2=O)CC1 (centres undefined)
→ -4, ·, ·, -2.2, 15, 1, ·, -6, 0, -4
- Cc1cc(C)c(NC(=O)c2ccccc2N(C)S(C)(=O)=O)c(C)c1
→ -3, -2, 3, -0.4, 13, 1, -14, -6, 1, 1
- COc1ccc(CNCC(O)COc2ccc(C)cc2[N+](=O)[O-])cc1 (centres undefined)
→ 12, 8, -4, 0.8, 17, 3, -14, 10, -1, -7
- CCCCc1cc(=O)oc2cc(C)cc(OC(C)C(=O)NC(Cc3c[nH]c4ccc(O)cc34)C(=O)O)c12 (centres undefined)
→ -3, -3, -4, 0.1, 10, 0, -30, 2, 0, -6
- COc1cc(OC)cc(C(=O)Nc2ccc(C(=O)NCC3CCCO3)cc2)c1 (centres undefined)
→ 1, 0, -1, -0.1, 9, 6, -33, -6, -2, -4
- O=C(O)c1ccc(C2(c3ccc(C(=O)O)cc3)OC(=O)c3ccccc32)cc1
→ -5, -3, 3, 2.2, 41, 4, -30, -7, -4, 0
- CCc1nnc(NC(=O)CSc2nnc3ncccn23)s1
→ -11, -8, 0, 0.0, 22, 2, -18, -13, -1, -6
- C/C(=N\NC(=O)Cn1ccc(C(F)(F)F)n1)c1ccco1
→ 3, 3, 5, 0.1, 7, -5, -21, -7, -1, -3
- CCCC1(c2ccccc2)NC(=O)N(CC(=O)NCc2ccc(C)cc2)C1=O (centres undefined)
→ -15, 3, 2, -0.2, -91*, 1, -25, 9, 0, 11
- CS(=O)(=O)N(CC(=O)N1CCCC1)c1ccc(OCc2ccccc2)cc1
→ 1, 3, 0, 0.1, 24, -3, -1, 10, -2, -6
- Cc1cc2cc(CNC(=O)c3ccc(Br)o3)ccc2[nH]1
→ -11, ·, ·, -0.4, 16, -5, ·, 5, 2, -2
- O=C(Nc1ccc(Cl)c([N+](=O)[O-])c1)c1cnccn1
→ -4, -9, -2, -0.1, 38, 1, -35, 15, ·, 6
- CCOc1ccc(C(=O)N/N=C/c2ccc(-c3ccc(S(=O)(=O)Nc4ncccn4)cc3)o2)cc1
→ -18, -8, 0, 0.1, 14, 3, -17, -23, 2, 3
- O=C1/C(=C/c2ccccc2)Nc2ccccc21
→ 2, -3, 1, 0.2, 8, 2, -6, -44, -4, 0
- Cc1ccc(C)c(NC(=O)C2(C)CC3c4ccccc4C2c2ccccc23)c1 (centres undefined)
→ ·, 1, -1, ·, ·, ·, 3, ·, 0, ·
- c1cncc(-c2nn3c(Cn4cnc5ccccc54)nnc3s2)c1
→ -3, -10, 2, -0.4, 3, 3, 0, 10, 1, -12
- O=C(c1ccc2c(c1)OCCO2)C1CCN(S(=O)(=O)c2ccc(F)cc2)CC1
→ 21, -2, -1, -0.4, 16, 1, 0, 6, 1, 0
- c1ccc(Cn2ncc3c(N4CCOCC4)ncnc32)cc1
→ -6, -2, -2, 1.0, 12, 4, -9, -7, 0, -1
- Nc1ncnc(NCc2ccc(F)cc2)c1[N+](=O)[O-]
→ -30, -8, 2, 1.5, 8, 1, 0, 15, -2, -20
- CCC(=O)Nc1ccc(C(=O)CSc2nc3ccccc3[nH]2)cc1
→ -2, -4, 0, 0.2, 2, -5, -2, -10, 2, 4
- O=C1CC(N2CCN(Cc3ccc4c(c3)OCO4)CC2)C(=O)N1CCc1ccccc1 (centres undefined)
→ -8, 0, -4, -0.1, 24, 3, -125, 17, -3, -10
- CCOc1ccc(C)cc1S(=O)(=O)n1ccnc1
→ 5, 8, 0, 0.1, 4, -19, -10, -19, 1, -2
- Cc1ccc(NC(=O)c2ccc(Cl)c(S(=O)(=O)N3CCCC3)c2)nc1
→ 2, ·, ·, 0.7, 24, 0, ·, -25, -1, -2
- O=C1Nc2ccccc2C1(O)c1ccccc1O (centres undefined)
→ 12, 2, 2, -22, 21, -3, 2, -8, -2, 0
- COc1ccc(N2CCN(C(=O)CSc3nc4[nH]ncc4c(=O)n3-c3ccc(Br)cc3)CC2)cc1
→ -11, 9, 0, -1.3, 11, -2, -30, 3, -1, -9
- Cc1ccc(C(=O)Nc2cccc(-c3ccc(N4CCOCC4)nn3)c2)cc1C
→ 8, ·, ·, 2.6, 0, -2, ·, -73, 0, 6
- N#Cc1c2c(c(Nc3ccccc3)n3c1nc1ccccc13)CCC2
→ -2, -5, -2, -0.2, 16, -3, -18, 41, 1, 6
- COc1ccccc1CNC(=O)CN(CCc1ccccc1)S(C)(=O)=O
→ 5, 7, 4, -0.2, 22, -1, -12, 12, -8, -6
- COc1ccc(CCC(C)Nc2cccc(F)c2)cc1 (centres undefined)
→ 15, -1, -3, -0.1, -23, 4, -15, -14, -5, 0
- N#Cc1c(NC(=O)CN2CCOCC2)oc(-c2ccccc2)c1-c1ccccc1
→ 39, 0, 2, -0.4, 4, -5, -3, 1, -1, 3
- COc1cccc(C2C3=C(CC(C)(C)CC3=O)Nc3cc4c(cc32)OCO4)c1 (centres undefined)
→ 28, 0, -2, 0.0, 12, -1, -41, -16, ·, 11
- COc1cccc(Nc2c([N+](=O)[O-])cncc2[N+](=O)[O-])c1
→ 6, 4, 1, -8.3, 3, 3, -7, -1, 2, 5
- O=C(CN(C(=O)CCC(=O)Nc1ccccn1)C1CCCC1)NCc1ccccc1
→ 1, -4, -1, -0.2, ·, ·, -6, -2, 1, -8
